# DNMT1 block – human DNMT1 methyltransferase inhibitors, primary screen, biochemical, molecular beacon, fluorescence, HinP1I cleavage, uHTS. inhibition (reported as % activation of signal), % at 10 µM. actives 0.83% (n = 360,000). AID 588458, 2011; in the data active means inhibition above about 50%
# Scp-1 inhibitor – Scp-1 phosphatase inhibitors, primary screen, biochemical, colorimetric, uHTS; Carboxy-terminal domain RNA polymerase II polypeptide A small phosphatase 1 (Homo …; Recombinant Scp1, phosphopeptide, malachite green phosphate absorbance; inhibition, % at 20 µM; actives 0.88% (n = 340,000);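 active means inhibition above about 50% at 20 µM, limit read from the data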;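 further: plate controls were DMSO wells with enzyme for no effect and wells lacking enzyme for full effect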
# Target sequence (Q9GZU7 76-261 limits assumed): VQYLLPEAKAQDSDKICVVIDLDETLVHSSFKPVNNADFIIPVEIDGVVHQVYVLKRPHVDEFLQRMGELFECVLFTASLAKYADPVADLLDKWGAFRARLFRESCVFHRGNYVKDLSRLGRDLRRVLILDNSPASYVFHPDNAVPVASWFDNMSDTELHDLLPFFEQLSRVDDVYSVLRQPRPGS
#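 Assay system: SCP-1 catalytic fragment, aa 76-261 | Buffer or medium: Tris acetate buffer pH 5.5 with MgCl2 and Tween-20 | Compound: One concentration, 20 µM, with 1.0% DMSO | Also added: Phospho 17-mer peptide substrate | Signal: Absorbance at 630 nm | Incubation: 45 min enzyme reaction at room temperature | Measure: % inhibition of SCP-1 phosphate liberation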
# TbMetRS inhib – T. brucei MetRS inhibitors, primary screen, biochemical, luminescence; AID 624268, 2012; purified T. brucei MetRS, ATP depletion, Kinase-Glo luminescence; actives 0.4% (n = 360,000); methionyl-tRNA synthetase (Trypanosoma brucei brucei); inhibition, % at 11.9 µM;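 active means inhibition above a per-plate cutoff of the control wells' mean inhibition plus 3 SD, cut at about 5.5% in these data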;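 further: 0% = DMSO wells median and 100% = median of wells with control inhibitor compound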
#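 assay system = parasite MetRS enzyme | timing = 15 min preincubation, 2 h reaction, all 25 °C | evaluation = percent inhibition relative to median high and low control wells | medium = HEPES buffer containing pyrophosphatase, BSA, spermine, DTT | compound = single dose, 11.9 µM final nominal, 0.9% final DMSO | detection = Kinase-Glo luminescence, ATP depletion format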
# PABP1 MLLE inh – inhibitors of PABP1 MLLE–PAM2 peptide binding, primary screen, biochemical, fluorescence polarization, FITC-PAM2, GST-MLLE. inhibition, % at 20 µM. actives 0.36% (n = 360,000). Polyadenylate-binding protein 1 (Homo sapiens), P11940. AID 588489, 2011; in the data active means inhibition above about 35%, passing the limit was not always enough;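 further: plate controls were DMSO wells with GST-MLLE for no effect and wells lacking GST-MLLE protein for full effect; some results filed as inactive read as strong as hits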
# Target sequence (P11940 whole entry, looked up): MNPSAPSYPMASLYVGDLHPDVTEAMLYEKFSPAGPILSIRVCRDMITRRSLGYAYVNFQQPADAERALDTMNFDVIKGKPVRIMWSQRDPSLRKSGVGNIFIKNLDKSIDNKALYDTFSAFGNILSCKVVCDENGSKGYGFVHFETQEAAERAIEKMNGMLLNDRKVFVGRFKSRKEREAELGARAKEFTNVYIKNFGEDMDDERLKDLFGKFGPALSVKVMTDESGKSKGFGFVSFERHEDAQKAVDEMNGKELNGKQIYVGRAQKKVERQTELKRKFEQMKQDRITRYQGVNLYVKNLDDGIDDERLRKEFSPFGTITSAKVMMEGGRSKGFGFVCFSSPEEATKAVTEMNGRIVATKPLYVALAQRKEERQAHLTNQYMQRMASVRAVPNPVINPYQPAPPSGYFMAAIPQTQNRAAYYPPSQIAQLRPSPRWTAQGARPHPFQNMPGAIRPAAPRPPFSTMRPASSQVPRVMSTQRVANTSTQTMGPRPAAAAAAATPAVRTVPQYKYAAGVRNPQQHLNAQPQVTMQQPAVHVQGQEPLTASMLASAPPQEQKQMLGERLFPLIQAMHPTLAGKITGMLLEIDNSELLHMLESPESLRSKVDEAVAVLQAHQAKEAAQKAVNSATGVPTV
# Rpn11 inh – Rpn11 (PSMD14) deubiquitinase inhibitors, primary screen, biochemical, fluorescence polarization, uHTS | 26S proteasome non-ATPase regulatory subunit 14 (Homo sapiens), O00487 | human 26S proteasome, Ub4-pepOG fluorescence polarization; 20S core pre-blocked with epoxomicin | calls only at 20 µM | actives 0.59% (n = 360,000) | AID 588493, 2011;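 active means inhibition at 20 µM, scaled to each plate's controls, above about 33%, limit read from the data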
# SUMO1-SIM PPI – modulators of SUMO1 protein-protein interactions, primary screen, biochemical, uHTS; Small ubiquitin-related modifier 1 (Homo sapiens), P63165; SUMO1 binding to a labelled peptide, TR-FRET, 1 h; inhibition, % at 20 µM; actives 0.33% (n = 360,000); in the data active means inhibition above about 37%
# Target sequence (P63165 whole entry, looked up): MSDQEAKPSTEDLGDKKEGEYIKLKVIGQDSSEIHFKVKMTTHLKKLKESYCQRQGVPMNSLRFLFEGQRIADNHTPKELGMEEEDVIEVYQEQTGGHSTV
# STEP block – STEP phosphatase inhibitors, primary screen, biochemical, fluorescence intensity, uHTS | AID 588621, 2011 | recombinant STEP, OMFP fluorogenic substrate | actives 0.25% (n = 360,000) | inhibition, % at 20 µM | Tyrosine-protein phosphatase non-receptor type 5 (Homo sapiens), P54829;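 active means inhibition at 20 µM, scaled per plate between control wells, above about 37%, limit read from the data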;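 further: 0% = DMSO with enzyme and substrate and 100% = substrate only without enzyme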
#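 Test system: STEP tyrosine phosphatase / Reagent: OMFP at 25 µM / Doses: 20 µM, 1% DMSO / Read-out: percent inhibition scaled to no-enzyme and uninhibited-enzyme controls, plate-pattern corrected / Detection: FITC-channel fluorescence of OMFP product / Medium: Bis-Tris buffer pH 6.0, 2.5 mM DTT, 0.005% Tween 20 / Schedule: 20 min at room temperature, dark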
# NadD block – inhibitors of S. aureus NadD, primary screen, biochemical, colorimetric, uHTS. actives 0.78% (n = 360,000). Nicotinate-nucleotide adenylyltransferase NadD (Staphylococcus aureus N315). purified NadD enzyme, colorimetric absorbance read-out. inhibition, % at 20 µM; in the data active means inhibition above about 26%; further: some compounds past the cut are filed as inactive
# LMPTP block – LMPTP phosphatase inhibitors, primary screen, biochemical, fluorescence intensity, uHTS. Low molecular weight phosphotyrosine protein phosphatase (Homo sapiens), P24666. inhibition, % at 20 µM. recombinant LMPTP-A, OMFP fluorogenic substrate. actives 0.22% (n = 360,000);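 active means compounds that cut the enzyme signal by at least half of the control window in the single-dose screen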;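 further: plate controls were DMSO wells with enzyme plus substrate for no effect and substrate without enzyme for full effect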
# Target sequence (P24666 whole entry, looked up): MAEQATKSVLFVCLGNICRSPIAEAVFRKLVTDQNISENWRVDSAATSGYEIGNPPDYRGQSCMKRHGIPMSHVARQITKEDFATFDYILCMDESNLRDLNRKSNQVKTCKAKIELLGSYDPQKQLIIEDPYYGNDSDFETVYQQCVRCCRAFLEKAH
#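 material = LMPTP-A | quantity = 0.625 nM enzyme | reagent = OMFP substrate, 400 µM final | buffer or medium = Bis-Tris pH 6.0, DTT, detergent | detection = endpoint fluorescence intensity from OMFP dephosphorylation | dosing = single 20 µM dose | read-out basis = % inhibition relative to no-enzyme and uninhibited control wells | control set = no-enzyme and uninhibited controls | timing = 50 min at room temperature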
# CSN inh – inhibitors of CSN-mediated cullin deneddylation, primary screen, biochemical, fluorescence polarization, uHTS. actives 0.38% (n = 360,000). Purified CSN, SCF-Nedd8-OG deneddylation. inhibition, % at 12.5 µM;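 active means pattern-corrected inhibition above about 35%, with an unprinted fluorescence ratio check between 0.5 and 1.5, limit read from the data, passing the limit was not always enough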;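 further: 0% = enzyme with substrate and 100% = substrate without enzyme; some results filed as inactive read as strong as hits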
#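 Material: purified human Csn5 enzyme expressed in HEK293T cells / Medium: Tris buffer pH 7.5, NaCl, DTT, Tween-20, trehalose, ovalbumin / Compound dosing: 12.5 µM single point / Schedule: 90 min incubation of compound, enzyme and substrate at room temperature / Signal: fluorescence polarization of the substrate / Control set: no-enzyme wells high, enzyme-with-substrate wells low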
# Active calls of the source: *; i = inactive; nt = no result given. This is a random part of the collection, and some 3.6% of all compounds hit somewhere here.
no.	Rpn11 inh	TbMetRS inhib	NadD block	Scp-1 inhibitor	STEP block	PABP1 MLLE inh	CSN inh	SUMO1-SIM PPI	LMPTP block	DNMT1 block	SMILES
1	i	0.0	10	-6	-1	-2	3	-1	2.0	-4	C=CCOc1cccc(/C=N/NC(=O)CN(c2cc(Cl)ccc2OC)S(=O)(=O)c2ccc(C)c([N+](=O)[O-])c2)c1
2	i	-0.2	-1	-7	0	-28	-7	-26	-0.5	2	Cc1nnc(NC(=O)CCC(=O)N2CCN(S(=O)(=O)c3cc([N+](=O)[O-])ccc3C)CC2)s1
3	i	1.0	-9	-6	1	8	-4	30	1.8	0	COc1cc(/C=N\n2cnnc2)ccc1OCC(=O)Nc1ccc(C)cc1
4	i	0.4	-6	4	-2	-2	-8	-2	-1.6	1	COc1cccc(NC(=O)CCN2C(=O)C3CC=CCC3C2=O)c1 (stereo not drawn)
5	i	-0.3	-3	-8	-4	2	0	-17	1.9	-1	C[C@H](N=C1NS(=O)(=O)c2ccccc21)C(=O)OCc1cc([N+](=O)[O-])cc2c1OCOC2
6	i	0.2	-2	-5	4	-4	2	-1	0.0	-1	Cc1nn(C(=O)CCC(=O)NCc2ccccc2Cl)c2ccccc12
7	i	0.3	-1	-2	1	-10	-1	4	-1.0	-7	Cc1ccc(S(=O)(=O)NCCN(CCNS(=O)(=O)c2ccc(C)cc2)S(C)(=O)=O)cc1
8	i	-0.6	-1	-3	0	2	0	-2	-1.2	2	COc1ccc(S(=O)(=O)N2CCCCC2)cc1N(C)S(=O)(=O)c1ccccc1
9	i	-0.9	-7	-4	-1	2	3	-2	-0.7	0	COc1ccccc1NC(=O)CN(Cc1ccco1)C(=O)c1cncc(Br)c1
10	i	-0.6	-2	-2	1	21	-2	-9	0.0	15	COC(=O)N/N=C(\C)c1ccc(C)c([N+](=O)[O-])c1
11	i	-0.3	-3	-13	0	-14	1	1	-2.0	-4	CCCCCCOc1ccc(N2C(=O)CC(N3CCN(C(=O)c4ccco4)CC3)C2=O)cc1 (stereo not drawn)
12	i	-0.7	-4	-9	-2	-5	2	-4	-0.5	2	C/C(=N\NC(=O)c1nc2ccccn2c1C)c1ccco1
13	i	0.6	-1	6	-2	19	3	1	0.8	1	C#CCOc1c(Br)cc(/C=C2/C(=O)ON=C2C)cc1OCC
14	i	4.0	11	-3	10	-7	6	-4	6.4	5	CCCCCCCCn1c2c(c(=N)c3ccccc31)CCC2
15	i	-0.3	1	-8	1	-17	-9	-7	2.2	-9	CC(C)(C)c1ccc(/C=C2\SC(=O)N(CCNC(=O)c3cccc(S(=O)(=O)N4CCOCC4)c3)C2=O)cc1
16	i	-0.2	0	-12	4	9	-2	0	-1.4	6	CCOC(=O)C1=C(C)N(CCCC(=O)O)C(=O)NC1c1ccc(Cl)cc1Cl (stereo not drawn)
17	i	0.0	-1	-5	-4	-7	-3	-3	-4.4	0	Cc1[nH]c2ccccc2c1Cc1n[nH]c(=S)n1C
18	i	-2.4	4	-1	3	14	2	0	-0.3	-3	CCC(=NCc1ccco1)c1c(C(F)(F)F)[nH]n(-c2nc3ccccc3s2)c1=O
19	i	-1.1	-4	-4	-1	18	3	0	-0.8	-2	CCOC(=O)CSc1nc(C(C)C)nc2ccccc12
20	i	-0.5	-3	-8	-4	-12	0	1	0.1	-5	O=C(CSc1nnnn1C1CCCC1)Nc1cccc(NC(=O)c2ccco2)c1

# Values in list order from the list:
# Rpn11 inh for nos. 11–20: i, i, i, i, i, i, i, i, i, i
# Scp-1 inhibitor for nos. 11–20: -13, -9, 6, -3, -8, -12, -5, -1, -4, -8

# Further structures
no.	Rpn11 inh	TbMetRS inhib	NadD block	Scp-1 inhibitor	STEP block	PABP1 MLLE inh	CSN inh	SUMO1-SIM PPI	LMPTP block	DNMT1 block	SMILES
21	i	-0.7	-2	1	1	-4	-7	4	-0.3	0	CN(Cc1cccs1)C(=O)CN1CCN(S(=O)(=O)c2ccc3c(c2)OCCCO3)CC1
22	i	-0.8	-5	-10	-1	36	-13	-2	-0.3	-5	CCCCCN1CSC(=S)N(Cc2ccccc2)C1
23	i	0.0	-8	-17	4	-33	-4	-1	2.6	-7	COc1ccc(CC(=O)Nc2ccc(S(=O)(=O)N3CCC(C)CC3)cc2)c(OC)c1
24	i	0.1	6	-3	0	-12	6	1	0.0	2	COc1cc(OC)cc(C(=O)N2CCC(n3c(C)nc4cc(F)ccc43)CC2)c1
25	i	-0.4	-7	0	-1	-8	-4	-15	0.1	3	O=[N+]([O-])c1cccc(/C=N/N=C\c2ccccc2)c1
26	i	-0.6	3	6	-1	9	-7	0	-2.3	11	O=C(NCc1ccccc1Cl)c1ccc(-c2ccccc2)cc1
27	i	-0.7	-4	-2	2	0	1	2	-0.4	4	CCCCCc1nnc(NC(=O)OCCC)s1
28	i	0.2	-2	-3	1	-6	-3	-3	2.8	-10	CCOc1ccc(N(CC(=O)Nc2ccc(C)c(C)c2)S(=O)(=O)c2c(C)noc2C)cc1
29	i	0.2	-2	-10	2	-30	6	-1	0.3	-1	COc1ccc(C2(C)NC(=O)N(CC(=O)c3ccc4c(c3)OCO4)C2=O)cc1 (stereo not drawn)
30	i	-0.1	-7	-8	2	-13	-2	3	-1.3	-1	Cc1ccc(NC(=O)CC(=O)Nc2ccc(C)cc2C)c(C)c1

# Quoted from the listing:
# For STEP block, cpd 29 is listed with 2
# For LMPTP block, cpd 5 is listed with 1.9

# (more compounds)
no.	Rpn11 inh	TbMetRS inhib	NadD block	Scp-1 inhibitor	STEP block	PABP1 MLLE inh	CSN inh	SUMO1-SIM PPI	LMPTP block	DNMT1 block	SMILES
31	i	-0.6	-4	-3	-5	-23	-2	6	2.3	-22	CCNC(=S)Nc1scc(-c2ccccc2)c1C(=O)OCC
32	i	1.2	1	0	0	-3	2	-2	0.9	-2	Cc1nnc(SCC(=O)Nc2sccc2C(N)=O)n1Cc1ccccc1
33	i	0.0	-4	-7	1	3	0	0	-1.6	-2	COc1ccccc1NC(=O)C(CC(C)C)NC(=O)C1CCCCC1 (stereo not drawn)
34	i	-1.6	14	-20	-3	-4	-2	3	0.5	0	CC(=O)Nc1ccc(S(=O)(=O)Nc2cc(C)c(-n3nc4ccccc4n3)cc2O)cc1
35	i	-0.4	-2	8	-2	-1	-4	0	0.0	-1	NS(=O)(=O)c1ccc(CNC(=O)c2ccc(Cl)c(S(=O)(=O)NCc3ccccc3)c2)cc1
36	i	-0.3	16	47	-2	33	-2	-38	0.7	-1	O=c1c2c([N+](=O)[O-])cc([N+](=O)[O-])cc2sn1Cc1ccccc1
37	i	-0.9	2	6	0	-6	0	1	0.1	4	CC(C)CCNC(=O)C1CCC(=O)N1C(C)C (stereo not drawn)
38	i	-0.8	-1	0	0	5	2	-2	1.0	-4	COc1cc(NC(=O)C2CCN(S(=O)(=O)c3cccc4nonc34)CC2)cc(OC)c1
39	i	-0.7	-1	10	-2	-5	-1	0	-1.1	1	Cc1cc(C)n2c(SCC(=O)NC3CCCCC3C)nnc2n1 (stereo not drawn)
40	i	-0.9	9	-4	-3	-4	1	1	-0.1	-1	Cc1cccc(C)c1NC(=O)CCCSc1nnnn1C
41	i	0.7	-4	-9	-1	7	0	1	0.4	-4	O=Cc1cn(CC(O)Cn2cc(C=O)c3ccccc32)c2ccccc12
42	i	-1.0	-1	-9	1	20	-1	-2	-1.5	-1	COCCn1c(Sc2nc(C)cs2)nc2c1c(=O)[nH]c(=O)n2C
43	i	-0.2	1	-5	0	-4	3	0	9.4	0	Cc1cc(C(=O)COC(=O)c2ccc(O)cc2)c(C)n1CC(F)(F)F
44	nt	-0.3	-2	-12	-7	-162	63*	7	-3.5	3	CCOc1cc(/C=C(/C#N)C(=O)Nc2ccc(O)cc2)cc(Br)c1O
45	i	0.1	5	64*	4	-13	11	-5	12	55*	COc1cccc(NC(=O)CN(C)C(=O)c2cc(-c3ccco3)nc3ccccc23)c1
46	i	-1.0	-3	-9	-1	-10	5	-2	-0.9	-1	CC(=O)N[C@@H](Cc1c[nH]c2ccccc12)C(=O)NCCc1ccc(S(N)(=O)=O)cc1

# Molecules shown so far that have a nitro group on carbon (6):
no.	Rpn11 inh	TbMetRS inhib	NadD block	Scp-1 inhibitor	STEP block	PABP1 MLLE inh	CSN inh	SUMO1-SIM PPI	LMPTP block	DNMT1 block	SMILES
1	i	0.0	10	-6	-1	-2	3	-1	2.0	-4	C=CCOc1cccc(/C=N/NC(=O)CN(c2cc(Cl)ccc2OC)S(=O)(=O)c2ccc(C)c([N+](=O)[O-])c2)c1
2	i	-0.2	-1	-7	0	-28	-7	-26	-0.5	2	Cc1nnc(NC(=O)CCC(=O)N2CCN(S(=O)(=O)c3cc([N+](=O)[O-])ccc3C)CC2)s1
5	i	-0.3	-3	-8	-4	2	0	-17	1.9	-1	C[C@H](N=C1NS(=O)(=O)c2ccccc21)C(=O)OCc1cc([N+](=O)[O-])cc2c1OCOC2
10	i	-0.6	-2	-2	1	21	-2	-9	0.0	15	COC(=O)N/N=C(\C)c1ccc(C)c([N+](=O)[O-])c1
25	i	-0.4	-7	0	-1	-8	-4	-15	0.1	3	O=[N+]([O-])c1cccc(/C=N/N=C\c2ccccc2)c1
36	i	-0.3	16	47	-2	33	-2	-38	0.7	-1	O=c1c2c([N+](=O)[O-])cc([N+](=O)[O-])cc2sn1Cc1ccccc1

# Screening data as filed in PubChem.
